SRC2 inh = inhibition of GAL4-SRC2 driven luciferase reporter, primary screen, SRC2 inhibitor project, cell-based, luminescence. inhibition, % at 9 µM. Nuclear receptor coactivator 2 (Homo sapiens), Q15596. HEK293 GAL4-SRC2 luciferase reporter. 370,000 tested, 0.17% active;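 active = inhibition above the mean inhibition of all tested compounds plus 3 SD, set per campaign, cut at about 52% in these data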;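 note: 0% = DMSO treated cells and 100% = cells given Gossypol at 36 µM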
MC4R antag cAMP = MC4R antagonists of cAMP signaling, primary screen, cell-based, TR-FRET, antagonist arm of biased-ligand search | Melanocortin receptor 4 (Homo sapiens), P32245 | MC4R-expressing cells, MTII-stimulated cAMP, LANCE TR-FRET | inhibition, % at 6.5 µM | 360,000 tested, 0.48% active;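 active = inhibition above its plate's cutoff, the mean of tested wells on that plate plus 3 SD, cut at about 29% in these data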;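 note: 0% = Melanotan II alone and 100% = Melanotan II plus saturating MCL0020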
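Material: U2OS-MC4R stable cell line | Reagent: Melanotan II challenge after compound preincubation | Doses: One concentration, 6.5 µM nominal | Incubation: 30-min compound preincubation, 1-h Melanotan II challenge, 1-h detection, room temperature | Signal: TR-FRET cAMP assay | Replicates: One well per compound, no replicates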
ABCB6 inh 2 = ABCB6 transporter inhibitors, primary screen, K562-ABCB6 cells, flow cytometry, MLPCN library; 360,000 tested, 0.19% active; ATP-binding cassette sub-family B member 6 (Homo sapiens), Q9NP58; fluorescence ratio to DMSO, % at 10 µM; K562-ABCB6 porphyrin accumulation, 1 h; active compounds read low;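 active = fluorescence ratio to DMSO below 75%, the collection mean minus 3 SD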;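 note: signal is porphyrin accumulated inside mitochondria; 100% equals median channel fluorescence of DMSO control wells; lower ratio means ABCB6 inhibition with less porphyrin fluorescence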
Cardio protect = cardioprotection against H2O2-induced cell death, primary screen, uHTS, H9c2 cells, ATPLite luminescence. H9c2 cardiomyocytes, H2O2 injury protection, 2 h. 360,000 tested, 0.63% active. AID 588492, 2011. protection from H2O2 cell death, % at 20 µM;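 active = compounds giving at least 50% protection of heart cells from peroxide-induced death in the single-dose screen, raw or plate-pattern-corrected value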;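 note: 0% = DMSO wells with peroxide and 100% = DMSO wells without peroxide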
NOD2 RIPK2 PPI = NOD2-RIPK2 binding disruptors in cells, primary screen, fluorescence, CHO cells, BLA complementation. CCF4 ratio. inhibition, % at 4.98 µM. 360,000 tested, 0.38% active. AID 624267, 2012; in the data active = inhibition above about 21%;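 note: 0% = vehicle only and 100% = reference blocker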
MC4R ag barr = MC4R agonists recruiting beta-arrestin, primary screen, cell-based, luminescence, agonist arm of biased-ligand search. AID 540308, 2011. 360,000 tested, 0.98% active. activation, % at 8.9 µM. U2OS MC4R beta-arrestin complementation; percent of melanotan II response, DMSO zero. Melanocortin receptor 4 (Homo sapiens), P32245;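 active = activation above a per-plate cutoff, the mean activation of sample wells on that plate plus 3 SD, cut at about 8% in these data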
TLR9-MyD88 block = inhibitors of TLR9-MyD88 association in cells, primary screen, cell-based, CHO, BLA complementation, fluorescence; inhibition, % at 4.98 µM; AID 504734, 2011; CCF4 FRET ratio; 340,000 tested, 0.21% active; Toll-like receptor 9 (Homo sapiens) + Myeloid differentiation primary response protein …;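 active = inhibition above the mean over all tested compounds plus 3 SD, cut at about 21% in these data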;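 note: 0% = DMSO only wells and 100% = clavulanate BLA inhibitor control wells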
N-glyco inh = increase of ERlucT glycosylation luciferase signal, primary screen, N-linked glycosylation inhibitor project, D54 ERlucT cells, luminescence, set 2 | D54 ERlucT glycosylation luciferase reporter, 24 h; percent of 100 nM tunicamycin response | reporter increase, % at 12.5 µM | 360,000 tested, 0.23% active;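 active = mean luciferase reporter signal, scaled so untreated is 0 and the glycosylation-blocking control 100, at or above a set limit in every replicate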;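 note: luciferase carries N-glycosylation sites so blocking glycosylation raises the light; 0% = median of neutral control wells and 100% = median of 100 nM tunicamycin wells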
ABHD5 PLIN5 PPI = ABHD5-PLIN5 interaction inhibitors, primary screen, cell lysate, split luciferase complementation, luminescence; Perilipin-5 (Homo sapiens) + 1-acylglycerol-3-phosphate O-acyltransferase ABHD5 (Homo …; Split G. princeps luciferase complementation, 4 h; inhibition, % at 4 µM; 360,000 tested, 0.78% active; AID 602281, 2012;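 active = inhibition above the mean inhibition across every tested compound plus 3 SD, cut at about 22% in these data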;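 note: 0% = DMSO only wells and the 100% control is not disclosed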
Target sequence (Q00G26 whole entry, looked up): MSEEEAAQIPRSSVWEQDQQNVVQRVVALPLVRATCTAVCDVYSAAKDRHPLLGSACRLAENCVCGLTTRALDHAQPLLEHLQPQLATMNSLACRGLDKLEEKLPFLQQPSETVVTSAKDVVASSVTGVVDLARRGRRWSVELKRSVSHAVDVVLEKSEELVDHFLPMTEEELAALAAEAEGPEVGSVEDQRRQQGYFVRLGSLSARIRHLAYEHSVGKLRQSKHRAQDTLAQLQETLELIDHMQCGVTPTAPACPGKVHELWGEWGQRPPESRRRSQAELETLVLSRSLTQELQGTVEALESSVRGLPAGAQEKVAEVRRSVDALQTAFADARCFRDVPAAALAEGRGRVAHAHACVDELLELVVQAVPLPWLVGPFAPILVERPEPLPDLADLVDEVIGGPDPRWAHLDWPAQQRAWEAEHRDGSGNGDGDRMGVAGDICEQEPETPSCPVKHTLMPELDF
Target sequence (Q8WTS1 whole entry, looked up): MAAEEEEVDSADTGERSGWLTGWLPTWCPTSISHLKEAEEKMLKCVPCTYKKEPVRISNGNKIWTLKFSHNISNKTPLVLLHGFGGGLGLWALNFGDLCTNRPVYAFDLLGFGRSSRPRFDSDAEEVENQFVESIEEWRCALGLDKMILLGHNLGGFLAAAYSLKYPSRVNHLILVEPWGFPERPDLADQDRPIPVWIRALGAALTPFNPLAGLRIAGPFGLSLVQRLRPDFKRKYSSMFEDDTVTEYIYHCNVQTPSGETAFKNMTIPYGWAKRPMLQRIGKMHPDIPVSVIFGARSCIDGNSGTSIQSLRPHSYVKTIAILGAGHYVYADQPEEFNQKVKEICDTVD
m5-HT2A agonist = mouse Htr2a agonists via beta-arrestin recruitment, primary screen, cell-based, luminescence. 5-hydroxytryptamine receptor 2A (Mus musculus), P35363. CHO-K1 mHTR2A beta-arrestin complementation; percent of 30 µM serotonin response. activation, % at 7.6 µM. 360,000 tested, 0.66% active. AID 624169, 2012;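 active = activation above a run cutoff, the mean activation of all tested compounds plus 3 SD, cut at about 14% in these data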;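 note: 0% = plate median of compound wells and 100% = 30 µM serotonin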
Active calls of the source: *; . = no result given.

SMILES	SRC2 inh	MC4R antag cAMP	ABCB6 inh 2	Cardio protect	NOD2 RIPK2 PPI	MC4R ag barr	TLR9-MyD88 block	N-glyco inh	ABHD5 PLIN5 PPI	m5-HT2A agonist
O=C1CN(S(=O)(=O)c2ccc(Br)cc2)c2ccccc2N1	-27	7	99	4	-7	1.0	-4	-1	-4	9
NC(=O)C1(C(N)=O)OC1c1ccc(Cl)cc1Cl (configuration not stated)	-20	-1	98	-3	-13	0.3	5	0	3	11
O=C1Nc2ccccc2C(O)(C(=O)NCc2ccco2)N1c1ccccc1 (configuration not stated)	-15	3	95	9	-14	-0.2	8	4	5	1
CO/N=C(/CS(=O)c1ccc(Br)cc1)c1ccc(OC)cc1 (configuration not stated)	-3	0	194	12	-10	-0.3	0	0	9	3
Cn1c2c(c3ccccc31)CCN1CCC[C@]21c1ccccc1	-13	19	101	2	2	3.5	-11	-1	6	-9
O=C(CNC(=O)c1ccccc1C(=O)O)c1ccccc1	-11	6	85	21	-4	1.4	-8	-4	-1	1
CCc1nc2ccccc2c(C(=O)NCc2ccccc2)c1C	-2	0	98	12	4	-0.5	-3	-3	9	1
CCOC(=O)CCCCNCc1ccccc1	3	14	99	7	-5	-2.4	-3	0	8	14
CC(Oc1ccccc1)C(=O)Nc1ccccc1O (configuration not stated)	3	-6	91	2	-8	-1.6	1	1	4	-5
Cc1ccc(S(=O)(=O)N/N=C/c2cccc([N+](=O)[O-])c2)cc1	-20	3	100	4	-8	4.7	-9	6	7	1
COc1ccc(C(C)N2CC34C=CC(O3)C(C(=O)O)C4C2=O)cc1 (configuration not stated)	14	2	94	4	2	-2.7	4	1	0	-2
COc1ccccc1N1CCN(C(=O)C(=O)c2c[nH]c3ccccc23)CC1	-12	-1	100	1	1	-3.0	-1	5	3	-5
CCCN(CCC)S(=O)(=O)c1ccc(C(=O)N2CCCc3ccccc32)cc1	2	-2	84	-11	-2	0.3	-5	-5	4	-3
Cc1ccc(C(O)c2ncc(-c3ccc4ccccc4c3)[nH]2)cc1 (configuration not stated)	-34	11	96	-8	-7	0.3	.	-2	-6	3
N/C(=N\N=C\c1cccs1)SC1CC(=O)N(c2ccc(Br)cc2)C1=O (configuration not stated)	-21	-1	103	-7	-3	2.1	9	7	0	4
Cc1ccccc1OCC(=O)NCc1ccccc1	4	1	101	3	-9	-0.2	0	-3	2	1
CN1C(=O)NC(c2ccc(Cl)cc2)C2=C1CC(C)(C)CC2=O (configuration not stated)	-8	17	98	7	-6	0.1	4	3	-6	3
CC(=C/C(=O)O)/C=C/c1ccc(Cl)o1	-19	13	99	34	-13	-1.2	-9	1	10	0
CCOc1ccc(N2C=Nc3ccc(OCC)cc3C2)cc1	-14	2	97	-7	-3	-1.4	-4	2	15	-11
Cc1sc2ncnc(NCC(O)c3ccccc3)c2c1C (configuration not stated)	-10	-1	94	-11	-4	-2.7	6	1	-1	10
COc1ccc(C(=O)C2CCCN(Cc3cccc4c3OCO4)C2)cc1OC (configuration not stated)	11	-1	85	11	1	-0.8	0	-2	-4	-7
O=C(c1cc(COc2ccc(F)cc2Cl)on1)N1CC2C[C@@H]3CC1C[C@H](C2)C3	1	-2	97	-10	4	1.8	9	-2	-7	-2
CCCn1c(CNc2ccccc2O)nc2ccccc21	10	-14	110	-8	-5	1.3	-19	4	-4	5
Cn1/c(=N\NC(=O)c2ccccc2Cl)sc2ccccc21	-33	-7	98	-8	1	-0.7	-8	0	-1	2
CCOc1ccccc1NC(=O)Nc1cc(C(=O)O)ccc1C	-8	23	96	4	1	-1.9	-11	1	2	1
O=S(=O)(c1ccc(Cl)cc1)N1CCCc2ccccc21	14	-2	99	-6	2	2.1	-12	-1	-5	4
C=CCOC(=O)/C(=C/c1cccc2ccccc12)NC(=O)c1ccccc1	-64	-2	100	8	-2	1.0	-13	1	-5	0
O=C(Cn1cc([N+](=O)[O-])cn1)NCc1ccccc1Cl	18	10	101	1	0	0.3	-8	0	2	3
CCOC(=O)c1c(NC(=O)C2C3CCC(O3)C2C(=O)O)sc2c1CCC(CC)C2 (configuration not stated)	6	3	399	10	-13	-2.4	-6	-1	-7	3
CCOC(=O)N1CCN(C(=O)C2CCN(S(=O)(=O)c3cc(OC)ccc3OC)CC2)CC1	2	15	102	5	-8	-2.3	2	3	-1	0

Arranged by value in ABCB6 inh 2 (lowest first): three of the compounds above.
mol	ABCB6 inh 2
CN1C(=O)NC(c2ccc(Cl)cc2)C2=C1CC(C)(C)CC2=O (configuration not stated)	98
CCCn1c(CNc2ccccc2O)nc2ccccc21	110
CCOC(=O)c1c(NC(=O)C2C3CCC(O3)C2C(=O)O)sc2c1CCC(CC)C2 (configuration not stated)	399

Next section:
SMILES	SRC2 inh	MC4R antag cAMP	ABCB6 inh 2	Cardio protect	NOD2 RIPK2 PPI	MC4R ag barr	TLR9-MyD88 block	N-glyco inh	ABHD5 PLIN5 PPI	m5-HT2A agonist
CC(C)(C)c1ccc(C(=O)N/C(=C\c2cccs2)C(=O)N2CCOCC2)cc1	3	10	95	-2	-4	2.2	-15	1	-13	-8
CC(=O)Nc1ccc(NC(=O)C2(C)Cc3c(-c4cccc(C(N)=O)c4)ccnc3O2)cc1 (configuration not stated)	-23	-3	93	8	5	-2.6	.	2	9	6
[O-]/[N+](=C\c1ccncc1)c1ccc(Br)cc1	.	1	102	-5	10	-2.5	6	1	-14	-2
CC(C)(C)c1ccc(OCC(=O)NNC(=O)Cc2cccs2)cc1	8	-5	101	1	8	-1.0	-2	0	-1	0
CCCOc1ccc(C(F)(F)F)cc1NC(=O)c1cc(C)on1	-20	-2	102	-4	-5	0.4	-5	-1	1	5
C=CC[C@@H](CC(=O)N[C@@H](CO)Cc1ccccc1)C(=O)N[C@H](COC(=O)[C@@H](CC=C)CC(=O)OC(C)(C)C)Cc1ccccc1	10	7	102	-16	0	0.6	-9	-2	4	5
O=C(Nc1nnc(SCc2c(Cl)cccc2Cl)s1)c1cccc([N+](=O)[O-])c1	-19	13	99	-12	8	2.8	4	-2	-3	2
C=CCc1c(C)nc(-c2ccccc2)nc1Nc1ccc(O)cc1	-2	5	98	-7	-8	3.6	3	-1	-7	-5
CC(=O)Nc1ccc(-c2cn3cccnc3n2)cc1	-30	4	100	-2	-4	-2.8	1	0	0	-4
COc1cccc(OCC(=O)NNC(=O)Cc2cccs2)c1	-23	-3	92	11	7	0.5	0	4	0	2
CCOc1ccc(NC(=O)CC2C(=O)N(C)C(=S)N2Cc2ccc3c(c2)OCO3)cc1 (configuration not stated)	-24	14	.	-1	-2	-0.4	-4	-2	2	-4
C[C@@H]1CN([C@H](C)CO)C(=O)c2cc(C#C[C@@H](C)O)cnc2O[C@H]1CN(C)C(=O)c1ccc(F)cc1	-12	0	98	3	-1	1.4	1	4	7	-5
CCC(Cc1ccccc1)NC(=O)CCc1ccccc1 (configuration not stated)	-28	9	104	7	10	-2.4	3	-2	-4	-1
O=[N+]([O-])c1ccc(CS(=O)(=O)c2ncn[nH]2)cc1	17	4	97	7	-4	-1.9	2	0	-25	-2
O=C(NCCCN1CCCC1=O)c1ccc(Cl)c(S(=O)(=O)N2CCCCC2)c1	9	5	90	-3	-11	-0.5	-1	0	3	2
Cc1noc(C)c1NC(=O)Nc1ccc2c(c1)C(=O)N([C@H](C)CO)C[C@H](C)[C@@H](CN(C)C(=O)Nc1ccc3c(c1)OCO3)O2	-16	0	100	2	-2	-2.8	-13	0	1	1
CN(C)CCN(C(=O)c1cccc2ccccc12)c1nc2cc3c(cc2s1)OCO3	-13	-3	106	-4	-2	-2.6	-3	-5	10	-11
CCc1ccc(C2C(C#N)=C(N)N(N(C)C)C3=C2C(=O)CCC3)cc1 (configuration not stated)	-5	0	102	0	-6	-2.3	-4	-1	-14	-1
FC(F)(F)c1ccc(C2NCCc3sccc32)cc1 (configuration not stated)	-4	15	97	-8	3	2.9	-5	-1	-4	4
Cc1ccc(CC(=O)N(C)CC(=O)Nc2ccc(N3CCOCC3)cc2)cc1C	29	7	96	1	0	-3.2	-3	0	9	2
CCCCn1c(N)c(N(CC(C)C)C(=O)CSCC(=O)Nc2ccc(OC)cc2)c(=O)[nH]c1=O	-21	2	97	1	-1	-1.9	5	0	0	2
CCCC(=O)C1=C(O)C(C(=O)OC)C(C)(C)CC1=Nc1cccc2ccccc12 (configuration not stated)	-9	15	100	-6	-13	0.1	4	-5	0	0
Cc1ccc(SCCNS(=O)(=O)c2ccc(F)cc2)cc1	-12	1	89	-4	-45	0.3	4	0	-7	-4
CCOC(=O)c1cn(-c2ccccc2)nc1-c1ccncc1	7	0	83	12	-13	-2.2	-2	0	-5	0
CC1(c2nnc(-c3ccncc3)o2)CC(c2ccc([N+](=O)[O-])cc2)=NO1 (configuration not stated)	20	1	99	-10	-1	0.2	-6	2	3	4
CC(=O)Nc1ccc(S(=O)(=O)NCC(=O)OCC(=O)NCc2ccc3c(c2)OCO3)cc1	-5	4	101	3	-11	-0.1	2	0	-4	3
O=C(OCc1ccccc1)N1CCC2CC1c1c(Cl)cccc12 (configuration not stated)	24	30*	101	-26	-7	2.6	-1	-1	-6	1
COc1ccc(-c2c(C#N)c(N)nc(Sc3ccc(Cl)cc3)c2C#N)cc1	-17	12	99	22	-9	3.2	2	-4	-1	-4
COc1ccc(-c2csc(C3=C(O)CN(Cc4ccc(S(N)(=O)=O)cc4)C3=N)n2)cc1OC	-20	-1	115	18	-8	-0.6	-2	-1	8	-1
CCn1nc(C)c(CN2CCc3c([nH]c4ccccc34)C2c2ccc(F)c(OC)c2)c1C (configuration not stated)	15	4	105	10	-8	3.7	-8	-4	1	-5
COC(=O)c1ccc(/C=N/n2c(C)nc3ccccc3c2=O)cc1	-39	4	92	26	5	-1.3	-5	1	-3	5
O=C(c1cc(-c2ccc(Br)cc2)on1)N1CCCC1	-60	8	103	-18	-5	6.5	-8	-12	-8	1
COc1ccc(N2C(=O)NC3CC2(C)Oc2ccccc23)cc1 (configuration not stated)	9	-4	96	9	-11	-2.5	-7	-1	1	1

The list is partial, so the mix of outcomes need not match the whole.
